SW480 rereplic = induces DNA re-replication in SW480 colon adenocarcinoma cells | SW480 DNA re-replication, Hoechst DNA content imaging, 48 h | Potency, µM (titrated, usually from 46.1 µM), for inactives: at the top dose re-replication activation, most hits filed as activators | hit rate 1.8% among 340,000; also: % of control where 0% means no effect; nearly all actives have a fitted effect of over 55% in size
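250 cells/well; 23 nL cpd via pin tool; 48 hr, 37 C, 5% CO2; Hoechst 40 min; imager read of total nuclear intensity, ex 405/em 500-530 nm.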
GLP-1R agonist = activates the human GLP-1 receptor; P43220; hit rate 0.007% among 380,000; AID 624172; HEK293 GLP-1R CRE-luciferase, luminescence, 4-6 h; cells express a hypersensitive GLP-1R form; Potency, µM (series often up to 45.6 µM), inactives show at the highest dose activation, usual class: activators; also: % of control where 0% means no effect
Target sequence (P43220 whole entry, looked up): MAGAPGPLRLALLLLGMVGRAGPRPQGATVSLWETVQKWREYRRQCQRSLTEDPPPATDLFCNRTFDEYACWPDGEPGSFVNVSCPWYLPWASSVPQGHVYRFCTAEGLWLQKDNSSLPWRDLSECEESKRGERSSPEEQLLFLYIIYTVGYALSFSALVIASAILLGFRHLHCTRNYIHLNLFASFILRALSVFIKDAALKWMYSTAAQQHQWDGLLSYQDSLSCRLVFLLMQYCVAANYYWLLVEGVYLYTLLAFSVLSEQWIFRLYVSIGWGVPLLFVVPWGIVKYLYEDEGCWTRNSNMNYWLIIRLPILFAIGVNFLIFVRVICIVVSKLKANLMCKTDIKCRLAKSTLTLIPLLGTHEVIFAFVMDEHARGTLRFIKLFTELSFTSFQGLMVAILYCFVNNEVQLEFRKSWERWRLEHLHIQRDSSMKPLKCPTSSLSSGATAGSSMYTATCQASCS
TDP43 rescue = rescues yeast growth from TDP-43 toxicity | TDP-43 expressing yeast growth rescue, BacTiter-Glo, 24 h | Potency, µM (highest dose often 46.1 µM), inactives show top-dose growth rescue (activation), actives largely listed as activators | hit rate 1.8% among 410,000; also: % of control where 0% means no effect; nearly all actives have a fitted effect of over 50% in size
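Growth rescue of TDP-43-toxic yeast measured as ATP luminescence (BacTiter-Glo). Cells grown to mid-log in raffinose, induced in galactose at OD600=0.02, exposed to compound 24 hr at 30 deg C.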
HT1080 IDH1KD tx = kills HT-1080 cells with IDH1 knockdown; AID 686971; Potency, µM (titrated, usually from 46.1 µM), without a hit: top-dose activity, negative = toxicity, most hits filed as cytotoxic; hit rate 2% among 360,000; HT-1080 IDH1 knockdown viability, ATP luminescence, 48 h;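 also: 0% = DMSO wells and -100% = cell-free medium wells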
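CellTiter-Glo luminescence after 48 h compound exposure at 37 degrees C of IDH1-knockdown HT-1080 cells in 5% FBS RPMI. %Activity scaled between DMSO wells and cell-free media wells, with curves fitted and assigned curve classes.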
GLP1R cytotox = cytotoxicity counter-screen for GLP-1 receptor inverse agonists; Potency, µM (top dose mostly 38.3 µM), for the others: top-dose activity change, negative = inhibition, hits mostly inhibitors; hit rate 0.13% among 410,000; HEK293 cAMP-luciferase reporter cells, luminescence, 24 h; AID 624418;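 also: loss of luciferase light is scored as toxicity; % is scaled to controls: 0 for no effect and ±100 for the full control effect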
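MLSMR compounds, 24 hr on cells at 37 deg C/5% CO2; luminescence after luciferase reagent (12 min RT). Inhibition counted as the undesired cytotoxic outcome.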
KB-3-1 tox = kills parental KB-3-1 adenocarcinoma cells | AID 1347075 | Potency, µM (doses to about 46.1 µM), for inactives: top-dose activity change, negative = cytotoxic, usual class: cytotoxic | hit rate 1.4% among 400,000 | KB-3-1 viability, CellTiter-Glo ATP luminescence, 72 h; also: % is scaled to controls: 0 for no effect and ±100 for the full control effect; nearly all actives have a fitted effect of over 60% in size
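Cytotoxicity in the drug-sensitive parental line KB-3-1 was scored as loss of CellTiter-Glo luminescence following 72 h incubation with compound. Values come from curve fitting of normalized concentration-response data.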
KB-V1 cytotox = KB-V1 MDR subline cytotoxicity | KB-V1 MDR cells viability, CellTiter-Glo, 72 h | Potency, µM (top dose mostly 46.1 µM), for inactives: at the top dose activity change, negative = cytotoxicity, actives largely listed as cytotoxic | hit rate 3.4% among 400,000; also: % is scaled to controls: 0 for no effect and ±100 for the full control effect; nearly all actives have a fitted effect of over 60% in size
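KB-V1 MDR subline cells in DMEM (phenol-red free, 10% FBS) exposed to compounds in qHTS concentration series for 72 h at 37 degrees C. Viability read by CellTiter-Glo luminescence; concentration-effect curves fitted after normalization and correction.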
GLP-1R inv ag = acts as inverse agonist at human GLP-1 receptor; Potency, µM (doses to about 38.3 µM), for inactives: top-dose activity change, negative = inhibition, usual class: inhibitors; HEK293 GLP-1R CRE-luciferase, luminescence, 24 h; GLP-1R form is constitutively active; P43220; hit rate 1.6% among 410,000; also: % is scaled to controls: 0 for no effect and ±100 for the full control effect; nearly all actives have a fitted effect of over 55% in size
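Inverse agonism was detected as reduced cAMP-driven luciferase luminescence after 24 h compound treatment. The cells were HEK293 clones expressing constitutively active human GLP-1R with the reporter. Reporter-only and GPR119 cell lines served as counterscreen controls.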
HT1080NT lethal = kills 2HG-producing HT-1080-NT fibrosarcoma cells | Potency, µM (series often up to 46.1 µM), for inactives: top-dose activity, negative = less viability, hits mostly cytotoxic | hit rate 1.6% among 360,000 | HT-1080-NT fibrosarcoma viability, CellTiter-Glo ATP luminescence, 48 h;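 also: NT is the 2HG producing partner of a matched IDH1 knockdown line; 0% = DMSO-treated cells and -100% = media-only wells without cells; nearly all actives have a fitted effect of over 55% in size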
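Toxicity toward the 2HG-producing NT line was scored as %Activity, normalised to DMSO and no-cell wells, from CellTiter-Glo luminescence after 48 hours' treatment.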
* hit, by the source's call; ? = inconclusive; nt = no result given; [ ] = another dose, or the depositor's remark. Calls follow the shape of the dose curve; as a rule, active = well fitted curve in the direction sought with a large enough effect; inconclusive = small, poorly fitted or top-dose-only effect, or another doubt; inactive = no such curve, though single readings can be large; an effect the other way counts as inactive or inconclusive. Potency is read from the fitted curve at half-maximal effect.

SMILES | SW480 rereplic | GLP-1R agonist | TDP43 rescue | HT1080 IDH1KD tx | GLP1R cytotox | KB-3-1 tox | KB-V1 cytotox | GLP-1R inv ag | HT1080NT lethal
COc1ccc2nc(Nc3nc4cc5c(cc4s3)OCO5)sc2c1 | ? | -1% | -5% | -7% | 71%[activator] | 4% | 9% | ? | -4%
CC(C)CCN1C(=O)C2(OCCCO2)c2cc(Cl)ccc21 | 7%[9.22 µM] | 2% | -24% | -1% | 9% | -1% | -3% | ? | -10%
Cc1ccc(NC(=O)N(Cc2ccco2)C(C)c2ccco2)cc1C (stereo not given) | -6% | 13% | 4% | 0% | -11% | -1% | 0% | -8% | 8%
CCOC(=O)C1(CCc2ccccc2)CCN(C(=O)Cc2nonc2C)CC1 | 6% | 8% | 2% | 5% | -2% | -7% | ? | -16% | 3%
COc1ccc(S(=O)(=O)N(C)C[C@H]2Oc3ccc(NC(=O)Cc4cn(C)c5ccccc45)cc3C(=O)N([C@@H](C)CO)C[C@@H]2C)cc1 | ? | 0% | 9% | -12% | 1% | 25% | ? | 9% | -7%
Cc1cc(C(=O)COC(=O)CC2Sc3ccccc3NC2=O)c(C)n1-c1cccc(C(F)(F)F)c1 (stereo not given) | 4% | 14% | 16% | ? | -16% | 2% | ? | ? | 0%
O=C(CN1CCN(C(=O)c2ccco2)CC1)Nc1cccc([N+](=O)[O-])c1 | -5% | 8% | -2% | 7% | -4% | 2% | ? | 7% | 0%
Cc1cc(C)cc(C(=O)NCC(=O)NNC(=O)CSc2ccccc2F)c1 | -3% | -4% | 17% | 10% | -9% | -3% | ? | 6% | 7%
Cc1ccc(C(=O)NCC(=O)Nc2ccc3c(c2)CCC3)cc1 | -10% | 14% | -2% | 1% | 0% | 48% | 28% | 1% | -1%
COc1ccc(OS(=O)(=O)c2c(C)noc2C)cc1 | -2% | 16% | -6% | 9% | -4% | ? | -4% | -5% | 18%
COc1ccc(Nc2nc3ccccc3s2)cc1 | -10% | 19% | 4% | 2% | 0% | 0% | 0% | ? | -1%
O=S(=O)(c1cccc(F)c1)N1CCN(c2ncnc3scc(-c4ccc(F)cc4)c23)CC1 | -2% | -2% | ? | -6% | -3% | -29% | ? | -11% | 4%
N#Cc1ccccc1OCC(=O)NC(=O)NCc1ccccc1 | -4% | 2% | -18%[9.22 µM] | 15% | -7% | 7% | ? | 5% | 8%
NC(=O)C1(N2CCCCC2)CCN(C(=O)CCCn2c(=O)[nH]c3ccsc3c2=O)CC1 | 1% | 1% | 2% | 3% | 6% | 8% | 14% | 2% | -2%
CC(=NCCc1ccccc1)C1=C(O)CCC1=O | -5% | -8% | -12% | 11% | -12% | 5% | 5% | -8% | -4%
CC(C)C(NS(=O)(=O)c1cccs1)C(=O)NCc1ccccc1 (stereo not given) | 0% | 1% | -25% | 9% | -1% | 10% | -18% | 14% | 15%
O=C(NC1CCCC1)C(c1ccc(F)cc1)N(Cc1ccccc1Cl)C(=O)CCl (stereo not given) | ? | 1% | 20% | ? | -14% | ? | 15µM* | 0% | ?
CSc1ccccc1NC(=O)C1C2CCC(C2)C1C(=O)O (stereo not given) | 0% | 0% | 13% | 17% | 4% | 2% | -11% | -7% | 1%
CCn1c(=O)c2sccc2n2c(CCCC(=O)NCc3cccnc3)nnc12 | 2% | 5% | 23% | 7% | 5% | 0% | 0% | 9% | 7%
COc1ccc(C2c3ccc4ccccc4c3Oc3ncn(CCN(C)C)c(=N)c32)cc1 (stereo not given) | ? | 27% | -27% | ? | ? | ? | ? | 4µM* | ?
COc1ccc(S(=O)(=O)N2CCN(C(=O)c3ccccc3Cc3ccccc3)CC2)cc1OC | nt | -2% | 1% | 6% | 26% | -7% | -15% | 15% | 11%
O=C(/C=C/c1ccccc1)N1CCN(Cc2cc(=O)n3nc(-c4ccccc4F)sc3n2)CC1 | nt | nt | 1% | nt | 7% | -8% | -20% | 10% | nt
CC(=O)c1cccc(NC(=O)N2CCCC2C(=O)NCc2ccc(F)cc2)c1 (stereo not given) | -7%[9.22 µM] | 1% | -4% | 16% | -22% | ? | 2% | -14% | 10%
NC[C@H](O)c1ccc(O)c(O)c1 | ? | ? | 27% | -1% | -4% | 0% | 12% | 14% | -24%
CCOc1ccc(CN2CCNC(=O)C2CC(=O)N(C)CC2CCOCC2)cc1 (stereo not given) | -2% | 0% | -22% | 7% | 1% | -4% | -1% | -3% | -1%

Single entries from the results shown.
In KB-3-1 tox, O=C(/C=C/c1ccccc1)N1CCN(Cc2cc(=O)n3nc(-c4ccccc4F)sc3n2)CC1 shows -8%
In GLP1R cytotox, COc1ccc2nc(Nc3nc4cc5c(cc4s3)OCO5)sc2c1 shows 71%[activator]

(next part)
SMILES | SW480 rereplic | GLP-1R agonist | TDP43 rescue | HT1080 IDH1KD tx | GLP1R cytotox | KB-3-1 tox | KB-V1 cytotox | GLP-1R inv ag | HT1080NT lethal
O=C(NNC(=O)c1cccc(S(=O)(=O)Nc2ccc(Cl)cc2)c1)c1ccc(=O)[nH]c1 | -3% | -3% | -17% | 0% | 3% | 8% | 0% | 11% | -6%
COc1ccc(-c2nc(SCC(=O)N3CCCC3)n[nH]2)cc1 | -15% | 4% | -4% | 3% | 3% | 0% | 2% | 28% | 9%
CCOC(=O)CNC(=O)CSc1nnc(-c2ccccc2OC)n1CC | 4% | 0% | -20% | -6% | 6% | -3% | -17% | 7% | 1%
CC1=C(C(=O)OCC2CCCO2)C(c2ccsc2)C2=C(CC(C)(C)CC2=O)N1 (stereo not given) | -91%[inhibitor] | 3% | 6% | 4% | 8% | 3% | ? | 9% | 5%
CCOc1ccccc1-c1nnc(CS(=O)(=O)c2ccccc2)o1 | 19% | 4% | -2% | -16% | -10% | -2% | -21% | -20% | -5%
COc1ccc(Cc2nc3ccc(C(=O)N(C)Cc4nccs4)cc3o2)cc1OC | 2% | 3% | 5% | -19% | -3% | 1% | 13% | 27% | -10%
Cc1ccc(S(=O)(=O)NC(=O)C2(C)CCN2C(=O)Cc2cccs2)cc1 (stereo not given) | nt | -1% | -8% | 13% | 2% | 0% | 0% | 2% | -3%
O=C(CO/N=C1\CCCc2nonc21)Nc1ccc(Br)cc1 | 1% | -3% | 28% | -9% | 17% | -13% | ? | -16% | 0%
CCNc1nc(OCCNS(=O)(=O)c2cc(C)ccc2C)nc(N(C)C)n1 | 0% | 1% | 2% | 2% | -11% | 8% | -12% | 2% | 5%
O=C(COC(=O)c1ccccc1OCc1ccccc1Cl)NC1CC1 | -2% | 7% | -1% | -20% | 0% | 8% | -2% | 0% | -2%
CCn1cc(C(=O)NN)c(=O)c2cc(F)c(NC3CCCCC3)cc21 | -13% | 15% | -9% | 3% | 8% | 19% | -12% | 10% | -12%
COC(=O)c1sccc1NC(=S)N1CCC(C)CC1 | -3% | -11% | 25% | -1% | 39%[activator] | 12% | -11% | ? | -4%
CC(C)Oc1ccc(N2CC(C(=O)Nc3ccccn3)CC2=O)cc1 (stereo not given) | 13% | 12% | 18% | 4% | 5% | 0% | -7% | 6% | 13%
CN(C)c1ccc(N=Cc2nc(-c3ccccc3)oc2O)cc1 | 11% | -4% | -8% | 20% | 48%[activator] | 14% | 2% | 0% | -1%
Cc1cc(C(=O)NNC(=O)[C@H](C)NC(=O)c2ccc(Br)cc2)c(C)o1 | -2% | -4% | 21% | -4% | 6% | 18% | 27% | -3% | -4%
COc1ccc(CC(=O)Nc2nccs2)cc1S(=O)(=O)N1CCOCC1 | -7% | 0% | -4% | 12% | -7% | 4% | -26% | 4% | 2%
COc1ccc(NC(=O)NC(C)(C(F)(F)F)C(F)(F)F)cc1 | ? | -5% | 5% | -2% | -12% | 6% | 6% | ? | 2%
COc1ccc(-c2[nH]ncc2CN2CCC(N3CCSCC3)CC2)c(F)c1 | ? | 11% | 8% | -9% | -1% | 5% | 0% | -10% | -12%
O=C(COc1ccc([N+](=O)[O-])cc1)Nc1ccc(C(=O)Nc2ccccc2C(=O)O)cc1 | -103%[inhibitor] | 7% | 7% | -2% | -7% | 0% | 9% | 20% | 12%
O=C(O)c1ccc2c(=O)n3c(nc2c1)/C(=C/c1ccc(Cl)cc1Cl)CC3 | -27% | 0% | 11% | 11% | -1% | ? | 21% | 0% | ?
Cc1ccccc1S(=O)(=O)c1c(C)cc(C)n(C(C)C)c1=O | 7% | 0% | 14% | -9% | -7% | -1% | -13% | ? | -2%
COc1cccc(/C=C/C(=O)NNC(=O)CCN2CCN(Cc3ccccc3)CC2)c1 | 3.7µM* | 2% | -11% | -21% | 1% | 23µM* | -7% | -23% | -12%
CCOC(=O)N1CCN(Cc2ccc(OCC(O)CN3CCCCC3)cc2)CC1 (stereo not given) | -12% | 4% | 19% | 2% | 4% | 5% | -1% | -2% | -2%
Cc1cccc(-c2cc(N)n(-c3ccccc3)n2)c1 | -3% | 5% | -25% | -4% | -6% | 18% | -13% | -27% | -2%
COc1ccc(NC(=O)c2nnn(Cc3ccc(SC)cc3)c2N)c(OC)c1 | -5% | -5% | 12% | -16% | -4% | -4% | -19% | -9% | -1%
OCc1nc2ccccc2n1CCc1ccccc1 | ? | -7% | 0% | 1% | -3% | 7% | 0% | -14% | -8%
Cc1c(C(=O)Nc2ccccn2)oc2ccccc12 | -2% | 4% | -25% | ? | 8% | 16% | 10µM* | 3% | -8%
CCCCc1nnc(NC(=O)CS(=O)(=O)Cc2ccccc2)s1 | -4% | 0% | -9% | -2% | 4% | -22% | ? | -2% | 9%

Profiles as entered above. Order of values: SW480 rereplic | GLP-1R agonist | TDP43 rescue | HT1080 IDH1KD tx | GLP1R cytotox | KB-3-1 tox | KB-V1 cytotox | GLP-1R inv ag | HT1080NT lethal
Shown for CCCCc1nnc(NC(=O)CS(=O)(=O)Cc2ccccc2)s1 : -4% | 0% | -9% | -2% | 4% | -22% | ? | -2% | 9%
Shown for O=C(COC(=O)c1ccccc1OCc1ccccc1Cl)NC1CC1 : -2% | 7% | -1% | -20% | 0% | 8% | -2% | 0% | -2%

From PubChem
